M. tuberculosis: growth inhibition of non-replicating M. tuberculosis (AID 488890); Mycobacterium tuberculosis non-replicating, growth inhibition; higher % means a stronger effect; inhibition, % at 25 µM, or IC50 in µM where a hit was titrated; actives 0.39% (n = 320,000); in the data active = a potency from the dose series; inconclusive = inhibition mostly from about 82% at the one dose, without a potency; inactive = the rest, 99 in 100 with inhibition below about 76%;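 note: plate controls were DMSO cells for no effect and high antibiotic wells for full effect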
influenza NS1A: NS1A inhibition, H1N1 influenza, cell based functional assay (AID 504329); inhibition, % at 12.5 µM, or IC50 in µM where a hit was titrated; NS1A functional cell-based assay, percent inhibition; higher % means a stronger effect; actives 0.3% (n = 340,000); in the data active = a potency from the dose series; inconclusive = inhibition above about 27% without an active follow-up result; note: strong numbers were not always called active
H37Rv inhibition: M. tuberculosis growth inhibition, HTS (AID 449762) | actives 0.59% (n = 330,000) | M. tuberculosis H37Rv growth inhibition, 7H9 media; higher % means a stronger effect | one-dose inhibition, % at 25 µM; IC50 in µM for titrated hits; in the data active = a potency from the dose series; inconclusive = inhibition above about 70% without an active follow-up result;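 note: bacterial growth assessed after seven days of incubation; strong numbers were not always called active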
inhibitors of VEEV: inhibitors of VEEV TC-83 cytopathic effect, confirmation, Vero cells (AID 588727); inhibition, % at 20 µM; hits with a dose series show IC50 in µM; actives 0.13% (n = 350,000); Vero cells, VEEV TC-83 cytopathic effect inhibition; higher % means a stronger effect; in the data active = a potency from the dose series; inconclusive = inhibition mostly from about 14% at the one dose, without a potency; inactive = the rest, 99 in 100 with inhibition below about 12%; note: strong numbers were not always called active
PhoP GFP inhibition: PhoP regulon inhibitors, Salmonella typhi PhoP promoter GFP reporter, confirmatory (AID 1850). Salmonella Typhi PhoP-promoter GFP reporter, fluorescence, 4 h; higher % means a stronger effect. inhibition, % at 50 µM; hits with a dose series show IC50 in µM. actives 0.33% (n = 310,000); in the data active = a potency from the dose series; inconclusive = inhibition mostly from about 25% at the one dose, without a potency; inactive = the rest, 99 in 100 with inhibition below about 19%;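 note: 0% = induced wells with vehicle and 100% = uninduced wells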
inhibitors of VEEV 10K pilot screen: second read-out of inhibitors of VEEV, no call of its own (marks repeat the call); inhibition, %; measured here: 10K pilot screen inhibition
An asterisk follows results filed as active; i = inactive; ? = inconclusive; · = not tested or not shown. No enrichment for hits (roughly 1.4% active in at least one column).

SMILES | M. tuberculosis | influenza NS1A | H37Rv inhibition | inhibitors of VEEV | PhoP GFP inhibition | others
Nc1nc(SCCC(F)=C(F)F)n[nH]1 | · | -5% | 0% | 0.1% | 6%
Cc1occc1C(=O)N1CCCc2ccccc21 | -1% | 2% | 1% | i | 2%
O=C(NCC(c1cccnc1)N1CCN(c2ccc(F)cc2)CC1)c1ccco1 (configuration not stated) | 22% | -11% | -1% | i | 4%
Cc1c(C(=O)NCc2ccccc2)oc2ccc(S(=O)(=O)N3CCC4(CC3)OCCO4)cc12 | 24% | -1% | -4% | 8.0% | -4%
N#Cc1ccccc1Cn1c(=O)oc2ccccc21 | -12% | -2% | -6% | 0.2% | -6%
Cc1cc(C)cc(NC(=O)N2CCC(NC(=O)c3ccccc3C)CC2)c1 | -14% | 7% | -2% | 1.6% | 6%
O=C(Nc1ccccc1)OCc1cncs1 | -8% | -7% | 0% | 2.9% | -9%
CCOc1ccc(NC(=O)CN(c2ccc(OC)cc2)S(C)(=O)=O)cc1 | -5% | -2% | 0% | 1.2% | -11%
O=C(Nc1ccccc1C(=O)O)c1cccc(C(=O)Nc2ccccc2C(=O)O)c1 | 13% | -2% | -21% | i | -2%
CCC(C)n1c(=N)c(C#N)cc2c(=O)n3cc(C)ccc3nc21 (configuration not stated) | -4% | -5% | -4% | 0.4% | -9%
COc1ccc(Cl)cc1NC(=O)c1cccc(N2C(=O)C3CC=CCC3C2=O)c1 (configuration not stated) | 6% | 0% | 1% | 7.4% | 0%
Oc1nc(Nc2ccc(F)cc2)sc1/C=C1\C=Nc2ccccc21 | 25% | -6% | 1% | 12% | 11%
CC(NC(=O)c1cccc(Cl)c1)C1CC2CCC1C2 (configuration not stated) | ? | 4% | 18% | 0.2% | -2%
O=C(Nc1ncccc1O)C1CCN(S(=O)(=O)c2ccc3ccccc3c2)CC1 | 10% | 3% | -5% | 6.4% | -3%
CC(=O)N(Cc1cc(=O)[nH]c2ccccc12)c1ccccc1 | 5% | 9% | -3% | 1.1% | -1%
O=C(COc1ccccc1Cl)NC(=S)Nc1ccccc1N1CCCC1 | 6% | -2% | 1% | 3.0% | 7%
CC1CN(c2ncc(/C=N/NC(=O)c3ccccc3O)s2)CC(C)O1 (configuration not stated) | 48% | -3% | 66% | 13% | -15%
CC1CCCN(Cc2c(O)ccc3c(=O)c(-c4ccc(Cl)cc4)coc23)C1 (configuration not stated) | · | -6% | · | 0.3% | ·
CC1(C)CC(=O)C(N=Nc2ccc3ncsc3c2)=C(O)C1 | ? | 1% | -8% | 1.7% | 5%
COc1ccc(CCNC(=O)Cn2nnc(C(=O)Nc3cc(C)ccc3C)c2N)cc1OC | 3% | 7% | -2% | 2.5% | 3%
COc1ccccc1CCCNC(=O)C1CCC(=O)N(CCc2cccc(F)c2)C1 (configuration not stated) | 6% | -5% | -16% | i | -11%
C#CCOCCOCCOCCNc1nc(N2CCN(C(=O)[C@H]([C@@H](C)CC)n3cc(CCCCN)nn3)CC2)nc(N2CCN(C(=O)[C@H](C)n3cc(CCC(=O)O)nn3)CC2)n1 | 0% | -3% | 2% | 0.7% | 2%
COc1ccc(C(=O)Nc2ccnn2C2CCN(C(=O)C3CCOC3)CC2)cc1 (configuration not stated) | 27% | 14% | -6% | 0.7% | -9%
Cc1ccc(C)c(-n2ccnc2SCC(=O)O)c1 | -9% | -53% | -2% | 1.0% | -10%
CCN(CC)P(=O)(c1nccn1C)N(CC)CC | 3% | 0% | -10% | 0.2% | -1%
SMILES | M. tuberculosis | influenza NS1A | H37Rv inhibition | inhibitors of VEEV | PhoP GFP inhibition | others
CC(C)(C)c1ccc(OCC(O)CN2CCOCC2)cc1 (configuration not stated) | -3% | -1% | 8% | 1.1% | 9%
CCOc1ccc(NS(=O)(=O)c2ccc(C(=O)N3CCCC3)cc2)cc1 | 9% | 2% | -6% | 0.6% | -6%
CCc1c(C(C)=O)oc2ccc3c(C)cc(=O)oc3c12 | 7% | 12% | -3% | 3.1% | 5%
Cc1ccc(S(=O)(=O)N2CCN(C(=O)CN(Cc3ccco3)Cc3cccs3)CC2)cc1 | · | -2% | · | 0.7% | ·
O=C(CSc1nnnn1C1CCCC1)NCc1ccccc1 | -1% | 3% | -1% | 5.2% | -1%
CC(=O)c1cccc(S(=O)(=O)NCCCN2CCOCC2)c1 | 1% | -3% | -2% | 1.2% | ·
CCn1c2ccccc2c2cc(NC(=O)CNCC3CCCO3)ccc21 (configuration not stated) | 15% | 10% | -1% | 2.3% | 4%
Cc1cc(=O)[nH]c(SCC(=O)Nc2ncc(S(=O)(=O)c3ccc([N+](=O)[O-])cc3)s2)n1 | 21% | -2% | 34% | 0.4% | 6%
CN(C)CC1CC/C(=C\c2ccc(O)cc2)C1=O (configuration not stated) | · | 0% | · | i | ·
COc1ccc(S(=O)(=O)N2CCCC(C(=O)Nc3ccc(NC(=O)c4ccccn4)cc3)C2)cc1 (configuration not stated) | 10% | -2% | -5% | 5.9% | -8% | inhibitors of VEEV 10K pilot screen=4.4
Cc1nn(-c2ccccc2)c2sc(C(=O)c3c(N)n(C)c(=O)n(C)c3=O)cc12 | -2% | -15% | -12% | 9.4% | -5%
NC(=O)CC(NC(=O)Cc1ccc(Cl)cc1)c1ccc(NC2CCCCC2)c([N+](=O)[O-])c1 (configuration not stated) | -1% | -6% | -3% | i | 11%
C[n+]1cn(Cc2ccc(C#N)cc2)c2ccccc21 | -4% | -10% | 4% | i | -5%
Cc1ccc(C(=O)NC2CCN(S(=O)(=O)c3ccc(C)cc3)CC2)cc1 | 0% | -6% | 3% | i | -3%
CN1CCN(C(=O)/C=C/c2ccc([N+](=O)[O-])cc2)CC1 | -21% | -6% | 2% | 1.7% | -2%
CN1CCN(CCCNC(=O)c2cc3c(-c4ccc(Cl)cc4)nn(C)c3s2)CC1 | 50% | -9% | ? | 11% | -14%
O=C(NC1CCCCC1)C(c1ccco1)N(Cc1cccs1)C(=O)Cn1nnc2ccccc21 (configuration not stated) | 7% | 3% | -2% | 4.8% | -11% | inhibitors of VEEV 10K pilot screen=0.4
COCC(=O)Nc1ccc(N2CCCC2)c(S(=O)(=O)Nc2ccccc2OC)c1 | 29% | -6% | -7% | 1.8% | ·
CN(C(=O)C1CCCCN1S(=O)(=O)c1ccccc1)c1ccccc1 (configuration not stated) | 27% | 0% | 3% | i | ·
COc1ccc(N=N/C(C(C)=O)=C(/C)O)cc1 | -17% | 2% | 1% | 2.7% | -3%
Cc1ccccc1C(=O)Nc1ccc(C(=O)O)cc1NC(=O)c1ccccc1C | -9% | -16% | 4% | i | -5%
CC(=O)C1C(=O)CC(C)(O)C(C(C)=O)C1c1ccc(N(C)C)cc1 (configuration not stated) | 13% | 19% | -8% | 2.2% | 6%
O=C(O)CCc1ccc(-c2ccc(F)cc2)n1NC(=O)c1ccco1 | -2% | -10% | -8% | 1.7% | -13%
COCc1cccc(C2=CC(=O)C[C@H](c3ccc(OC)cc3)C2)c1 | 26% | -2% | 3% | 0.1% | ·
CC(=O)CSc1nnc(C(F)(F)F)n1C | -13% | -1% | 1% | i | -2%
SMILES | M. tuberculosis | influenza NS1A | H37Rv inhibition | inhibitors of VEEV | PhoP GFP inhibition | others
CSc1ccc(S(=O)(=O)NCC(=O)OCC(=O)N2CCC(C)CC2)cc1[N+](=O)[O-] | · | 0% | 14% | 4.2% | ·
O=C(COC(=O)c1ccc(Cl)nc1)Nc1ccc2ccccc2c1 | · | -3% | · | 3.6% | ·
CC(C)CC(=O)Nc1cc2c3c(c1)CCN3C(=O)CC2 | -5% | 9% | 5% | 2.5% | 1%
CCOC(=O)/C(=C\c1ccc(OC)c(OC)c1)C(=O)c1cccnc1 | -1% | 6% | 1% | 2.9% | 5%
CSc1nc2c(cc1C#N)C(=O)CC(C)(C)C2 | 62% | 3% | -1% | i | 2%
O=C(NC(=S)Nc1ccc(N2CCOCC2)cc1)c1cccc(Cl)c1Cl | -5% | -9% | -3% | 5.4% | -5%
CCO[C@@H]1OC(C(=O)N2CCN(Cc3ccccc3)CC2)=C[C@H](C)[C@H]1CCCO | -23% | 0% | -6% | 0.1% | -4%
CCC(NC(=O)c1ccccc1NC(=O)c1ccco1)C(=O)NC1CCCCC1 (configuration not stated) | 13% | -2% | 0% | 6.8% | -2%
O=C(NNC(=O)c1ccc(-c2ccccc2)cc1)Nc1ccccc1F | -16% | -2% | -7% | 2.2% | -6%
CC(C)c1ccc(N2C(=O)CC(=O)NC2=O)cc1 | -4% | 4% | 0% | 1.8% | -14%
COc1ccc(CNC(=O)N2CCN(c3cccc(Cl)c3)CC2)cc1OC | 28% | 2% | 19% | i | 0%
CCn1ccnc1CNC(=O)C1CCC(=O)N(Cc2ccccc2F)C1 (configuration not stated) | -9% | 19% | -1% | 1.6% | 4%
O=C(CC1S/C(=N/N=C/c2cccs2)NC1=O)Nc1ccc(Cl)c(Cl)c1 (configuration not stated) | 0% | 1% | 53% | 0.5% | 1%
CCCCNC(=O)C(=O)NCc1ccncc1 | -4% | · | -15% | 3.2% | 4%
CCN(C(=O)N1CCOCC1)c1ccccc1C | -9% | 1% | -5% | 1.5% | -1%
O=C1CCCN1CCC1CCN(C(=O)Nc2ccccc2)CC1 | 5% | -3% | -2% | 0.7% | -10%
Cc1c(CN2CCC(n3nccc3NC(=O)C3CC3)CC2)[nH]c2ccccc12 | -10% | 26% | -9% | 1.3% | -13%
O=C(NCCS(=O)(=O)NC1CCCC1)c1ccc(F)cc1 | -20% | -13% | -6% | 3.2% | 2%
N#CC(C#N)=C1C=CC=CN1/C(=C\c1ccco1)C(=O)c1ccc(Br)cc1 | ? | 3% | 24% | i | 16%
NS(=O)(=O)c1ccc(CCNC(=O)CNCCc2ccc(C(F)(F)F)cc2)cc1 | 1% | 4% | -3% | 1.0% | -6%
CCn1c(CNC(=O)c2ccccc2F)nnc1SCC(=O)NC1CCCCC1 | -25% | -1% | -7% | 2.0% | -4%
Cc1[nH]c2ccccc2c1C(=O)C(=O)N1CC=C(c2ccccc2)CC1 | 28% | 1% | 4% | 2.3% | -6%

Among those listed so far, these contain an aryl methoxy group:
SMILES | M. tuberculosis | influenza NS1A | H37Rv inhibition | inhibitors of VEEV | PhoP GFP inhibition | others
CCOc1ccc(NC(=O)CN(c2ccc(OC)cc2)S(C)(=O)=O)cc1 | -5% | -2% | 0% | 1.2% | -11%
COc1ccc(Cl)cc1NC(=O)c1cccc(N2C(=O)C3CC=CCC3C2=O)c1 (configuration not stated) | 6% | 0% | 1% | 7.4% | 0%
COc1ccc(CCNC(=O)Cn2nnc(C(=O)Nc3cc(C)ccc3C)c2N)cc1OC | 3% | 7% | -2% | 2.5% | 3%
COc1ccccc1CCCNC(=O)C1CCC(=O)N(CCc2cccc(F)c2)C1 (configuration not stated) | 6% | -5% | -16% | i | -11%
COc1ccc(C(=O)Nc2ccnn2C2CCN(C(=O)C3CCOC3)CC2)cc1 (configuration not stated) | 27% | 14% | -6% | 0.7% | -9%
COc1ccc(S(=O)(=O)N2CCCC(C(=O)Nc3ccc(NC(=O)c4ccccn4)cc3)C2)cc1 (configuration not stated) | 10% | -2% | -5% | 5.9% | -8% | inhibitors of VEEV 10K pilot screen=4.4
COCC(=O)Nc1ccc(N2CCCC2)c(S(=O)(=O)Nc2ccccc2OC)c1 | 29% | -6% | -7% | 1.8% | ·
COc1ccc(N=N/C(C(C)=O)=C(/C)O)cc1 | -17% | 2% | 1% | 2.7% | -3%
COCc1cccc(C2=CC(=O)C[C@H](c3ccc(OC)cc3)C2)c1 | 26% | -2% | 3% | 0.1% | ·
CCOC(=O)/C(=C\c1ccc(OC)c(OC)c1)C(=O)c1cccnc1 | -1% | 6% | 1% | 2.9% | 5%
COc1ccc(CNC(=O)N2CCN(c3cccc(Cl)c3)CC2)cc1OC | 28% | 2% | 19% | i | 0%
